RSV CPE inhibition = inhibition of RSV-induced cytopathic effect – HEp-2 cells, primary 10 µM value included (AID 2391). CPE inhibition, % at 10 µM; hits with a dose series show IC50 in µM. HEp-2 cells, RSV-induced CPE inhibition; higher % means a stronger effect. 310,000 tested, 0.13% active; in the data active = a potency from the dose series; note: strong numbers were not always called active
UTI89 phage lysis = inhibition of K1F phage lysis, E. coli UTI89, bacterial capsule biogenesis inhibitors, alamar blue (AID 488966) | one-dose inhibition, % at 100 µM; IC50 in µM for titrated hits | E. coli UTI89 K1F phage lysis, alamar blue, 2 h; higher % means a stronger effect | 340,000 tested, 0.02% active;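 active = phage lysis inhibition, versus mean bacterial control, above a set limit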;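 note: capsule biogenesis inhibitors block K1F phage lysis so surviving cells raise fluorescence; higher fluorescence means more inhibition of phage lysis; actives were called in the ten point dose series up to 300 µM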
T cell HTS = T cell immune modulators affecting CD8 T cell-vesicle binding. AID 2052. calls only at 7 µM. 330,000 tested, 0.068% active. 2C CD8+ T cell-vesicle binding, flow cytometry; stronger effect = lower value;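 active = response, share of CD8 T cells binding vesicles, and their 90th percentile fluorescence all below set limits, cut at about 80% in these data, passing the limit was not always enough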
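Material: 2C TCR transgenic mouse naive CD8+ T cells, MACS-purified. Also added: QL9-charged Drosophila Ld/ICAM-1/B7-1 vesicles. Timing: binding 1.5 h at 37 °C. Measured by: high-throughput flow cytometry with anti-B7-1 and anti-CD8 staining. Read-out: percent CD8+ FL2 mean versus row control. Controls: Unloaded micro-vesicles (low), QL9 vesicles with 0.7% DMSO (high).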
T cell HTS vesicle-bound % = further read-out of T cell HTS, marked with its call; double positive events, %; measured here: CD8+ vesicle-bound cell fraction;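 binding gate set so that unloaded-vesicle control wells show 10% double positive cells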
Active calls of the source: *; i = inactive; / = not tested or not shown; + = active, no number; [ ] = another dose, or the depositor's remark.

SMILES | RSV CPE inhibition | UTI89 phage lysis | T cell HTS | T cell HTS vesicle-bound %
Cc1ccc(S(=O)(=O)NCCC(=O)NCC(c2cccs2)N2CCOCC2)cc1 (stereo not given) | -0.4% | 1.0%[50 µM] | i | 22.0
Cc1ccc(S(=O)(=O)N2[C@@H](c3cccc(Cl)c3)C(C(=O)O)=CC[C@H]2c2cccs2)cc1 | 9.8% | -3.1% | i | 33.1
Cc1ccc(C(=O)Nc2cccc(C(O)c3ccccc3)c2)cc1 (stereo not given) | 3.5% | 0.2% | i | 28.6
CCOC(=O)C1=C(COC(=O)CCNS(=O)(=O)c2ccc(NC(C)=O)cc2)NC(=O)NC1C (stereo not given) | -1.8% | 0.7%[50 µM] | i | 12.2
CC(=O)c1cccc(S(=O)(=O)NCCC(=O)NC2CCCCCC2)c1 | 0.5% | 0.4%[50 µM] | i | 29.6
CC(C(=O)O)N(c1ccccc1Cl)S(C)(=O)=O (stereo not given) | -0.6% | 0.5% | i | 5.0
Cn1cc(C(=O)N/N=C/C2=C(N3CCOCC3)C(=C/c3ccc([N+](=O)[O-])cc3)/CC2)ccc1=O | 0.5% | 0.9%[50 µM] | i | 54.9
CC(OC(=O)c1ccc(Cl)nc1)C(=O)Nc1ccc2c(c1)OCO2 (stereo not given) | 1.3% | 1.1%[50 µM] | i | 25.1
O=C(NCC(c1ccco1)N1CCOCC1)c1ccc(C(F)(F)F)cc1 (stereo not given) | -1.1% | 1.2%[50 µM] | i | 46.8
COc1ccc(OCCCC(=O)OCC(=O)Nc2nnc(-c3ccccc3)o2)cc1 | -0.9% | 2.4% | i | 38.9
Cc1cc(S(=O)(=O)NCC(c2ccc(F)cc2)N2CCN(C)CC2)ccc1F (stereo not given) | -2.7% | 1.6%[50 µM] | i | 41.6
COc1ccccc1NS(=O)(=O)c1cccc(C(=O)N2CC(C)OC(C)C2)c1 (stereo not given) | -0.6% | 1.4%[50 µM] | i | 27.9
CCOc1ccc(C(=O)NCC(=O)OCC(=O)Nc2nnc(-c3ccccc3)o2)cc1 | 1.4% | 1.1%[50 µM] | i | 36.2
Cc1ccc(S(=O)(=O)N2CCN(C(=O)Cn3c(=O)oc4ccccc43)CC2)c(C)c1 | 1.1% | 0.9%[50 µM] | i | 43.4
CCCCCN(C(=O)CCC(=O)OCc1cccc(C)c1)c1c(N)n(CCCC)c(=O)[nH]c1=O | 0.6% | 0.3%[50 µM] | i | 50.1
Cc1ccnc(NC(=O)c2ccc(S(=O)(=O)N3CCCCCC3)cc2)c1 | 7.6% | -0.1%[50 µM] | i | 36.1
COc1ccccc1C(CNC(=O)C1COc2ccccc2O1)N1CCCC1 (stereo not given) | -0.2% | -0.1%[50 µM] | i | 44.0
O=C(CCc1nc(-c2ccc(Cl)cc2)no1)NCc1ccccc1CN1CCOCC1 | 0.6% | 1.2%[50 µM] | i | 12.0
COc1ccccc1OCC(=O)Nc1ccc(N2CCOCC2)cc1N1CCOCC1 | 0.1% | 0.8%[50 µM] | i | 27.4
CCCN(CC(=O)Nc1ccccc1C)C(=O)Cc1n[nH]c(=O)c2ccccc12 | 1.3% | 1.0%[50 µM] | i | 2.6
COc1cc2cc(CCCOC(=O)CCC(=O)O)oc(=O)c2cc1OC | -0.6% | -0.3% | i | 30.7
CC(C)C[C@H](NC(=O)c1nc[nH]c1C(=O)NC1CCNCC1)C(=O)OC(C)(C)C | 0.2% | 3.3% | i | 44.9
Cc1ccc2nc(SCC(=O)c3ccccc3)nc(=O)n2c1 | -2.3% | 1.4%[50 µM] | i | 10.9
O=C(/C=C/c1cccc(F)c1)OCC(=O)N1CCCc2ccccc21 | -1.9% | 0.7%[50 µM] | i | 37.4
CC(Sc1nnc(Nc2ccccc2F)s1)C(=O)NC1CC1 (stereo not given) | 0.3% | 0.3%[50 µM] | i | 10.5
CCOC(=O)c1nn(-c2ccccc2C)c(=O)cc1OCC(=O)N1CCN(c2ccccc2)CC1 | 2.7% | 0.8%[50 µM] | i | 45.8
Cc1cccn2c(=O)nc(SCC(=O)N3CCN(c4ccccc4)CC3)nc12 | 2.3% | 1.0%[50 µM] | i | 43.1
N#Cc1ccccc1S(=O)(=O)N1CCN(CC(=O)Nc2ccccc2C(=O)NC2CC2)CC1 | 0.9% | 0.7%[50 µM] | i | 42.8
COc1ccc(C(=O)O)cc1S(=O)(=O)Nc1cc(Cl)ccc1N1CCOCC1 | 1.6% | 0.4%[50 µM] | i | 32.4
CC(=O)c1c(C)[nH]c(C(=O)COC(=O)CCOc2ccc(C)cc2)c1C | 1.9% | -1.4% | i | 45.9

Looked up above:
For RSV CPE inhibition, CCOC(=O)c1nn(-c2ccccc2C)c(=O)cc1OCC(=O)N1CCN(c2ccccc2)CC1 reads 2.7%
For RSV CPE inhibition, CC(C)C[C@H](NC(=O)c1nc[nH]c1C(=O)NC1CCNCC1)C(=O)OC(C)(C)C reads 0.2%
For UTI89 phage lysis, COc1ccc(C(=O)O)cc1S(=O)(=O)Nc1cc(Cl)ccc1N1CCOCC1 reads 0.4%[50 µM]
For T cell HTS vesicle-bound %, N#Cc1ccccc1S(=O)(=O)N1CCN(CC(=O)Nc2ccccc2C(=O)NC2CC2)CC1 reads 42.8
For RSV CPE inhibition, Cc1cccn2c(=O)nc(SCC(=O)N3CCN(c4ccccc4)CC3)nc12 reads 2.3%
For UTI89 phage lysis, CC(=O)c1c(C)[nH]c(C(=O)COC(=O)CCOc2ccc(C)cc2)c1C reads -1.4%

One compound at a time, from the list above. Values in the order: RSV CPE inhibition	UTI89 phage lysis	T cell HTS	T cell HTS vesicle-bound %
Shown for O=C(CCc1nc(-c2ccc(Cl)cc2)no1)NCc1ccccc1CN1CCOCC1 → 0.6%	1.2%[50 µM]	i	12.0
Shown for Cc1cccn2c(=O)nc(SCC(=O)N3CCN(c4ccccc4)CC3)nc12 → 2.3%	1.0%[50 µM]	i	43.1
Shown for CC(Sc1nnc(Nc2ccccc2F)s1)C(=O)NC1CC1 (stereo not given) → 0.3%	0.3%[50 µM]	i	10.5

(continued)
SMILES | RSV CPE inhibition | UTI89 phage lysis | T cell HTS | T cell HTS vesicle-bound %
CCN(CC(=O)Nc1ccc(N2CCOCC2)cc1)C(=O)Cc1ccccc1 | 0.0% | 0.5%[50 µM] | i | 12.7
CN(CC(=O)NC(=O)NCc1ccccc1)CC(=O)Nc1ccc(Cl)c(Cl)c1 | 3.0% | -1.7%[50 µM] | i | 28.2
CC1(NC(=O)CC(c2ccccc2)(c2ccccc2)c2ccccc2)CCN(CCCc2ccccc2)C1=O (stereo not given) | -1.8% | 2.3% | i | 20.6
COc1cc(NC(=O)CNc2ccc(Cl)c(S(=O)(=O)N3CCOCC3)c2)cc(OC)c1 | -0.2% | 0.8%[50 µM] | i | 38.7
NS(=O)(=O)c1ccc(NC(=O)CSc2n[nH]c(=O)n2C2CC2)cc1 | 2.4% | 0.4%[50 µM] | i | 47.4
COc1ccc(NC(=O)CSCC(=O)NCc2cccc(C(F)(F)F)c2)cc1 | 0.2% | 0.7%[50 µM] | i | 16.4
Cc1cn[nH]c1 | -0.1% | 0.4% | i | 35.9
O=C(NCCC1CCCCN1S(=O)(=O)c1ccccc1)C(=O)NCc1cccnc1 (stereo not given) | -1.2% | -0.2%[50 µM] | i | 53.7
CC(=O)Nc1ccc(NC(=O)C(C)OC(=O)c2oc3ccccc3c2C)cc1 (stereo not given) | 1.9% | 1.4%[50 µM] | i | 31.3
O=C(Nc1ccc2[nH]c(=O)[nH]c2c1)c1ccc([N+](=O)[O-])o1 | -1.2% | -1.5%[50 µM] | i | 36.3
O=C(COC(=O)Cc1cccs1)Nc1cccc(S(=O)(=O)N2CCOCC2)c1 | -1.3% | 0.8%[50 µM] | i | 26.7
COC(=O)c1sc(S(=O)(=O)N2CC(C)OC(C)C2)c(C(=O)OC)c1C (stereo not given) | 1.0% | 0.6%[50 µM] | i | 30.1
NS(=O)(=O)c1cnccc1Nc1cccc(F)c1 | 1.8% | 0.8% | i | 35.2
Cc1cc(C)c(C)c(S(=O)(=O)Nc2cccnc2)c1C | 0.9% | 0.8% | i | 31.2
CC(OC(=O)c1ccc(S(=O)(=O)N2CCOCC2)cc1)c1ccccc1 (stereo not given) | 1.1% | 0.6%[50 µM] | i | 44.2

A stretch from the list above, for reference:
SMILES | RSV CPE inhibition | UTI89 phage lysis | T cell HTS | T cell HTS vesicle-bound %
Cc1cc(C)c(C)c(S(=O)(=O)Nc2cccnc2)c1C | 0.9% | 0.8% | i | 31.2
CC(OC(=O)c1ccc(S(=O)(=O)N2CCOCC2)cc1)c1ccccc1 (stereo not given) | 1.1% | 0.6%[50 µM] | i | 44.2

(continued)
SMILES | RSV CPE inhibition | UTI89 phage lysis | T cell HTS | T cell HTS vesicle-bound %
Cc1ccc(S(=O)(=O)N(C)CC(=O)Nc2ncccc2C)cc1 | 0.5% | 0.2%[50 µM] | i | 33.1
O=C(NCc1ccccc1CN1CCCC1)C1CCN(C(=O)c2ccc(F)cc2)CC1 | 1.4% | 0.6%[50 µM] | i | 25.5
COc1cc(C(=O)OCC(=O)Nc2cccc(S(=O)(=O)N3CCOCC3)c2)ccc1OCC(C)C | 0.8% | 0.8%[50 µM] | i | 32.8
N#Cc1ccc(C(=O)N(Cc2ccco2)c2c(N)n(Cc3ccccc3)c(=O)[nH]c2=O)cc1 | -0.5% | 0.6%[50 µM] | i | 35.7
CC(C)(C)C(C(=O)Oc1ccccc1)c1ccccc1 (stereo not given) | -0.4% | 1.5% | i | 36.3
Cc1ccc(NC(=O)CN(C)C(=O)c2cc(-c3ccco3)nc3ccccc23)cc1 | -0.7% | -1.5%[50 µM] | i | 28.3
COc1cc(=O)oc(-c2ccccc2)c1C(C)=O | -0.2% | 0.6% | i | 36.1
CSc1ncccc1C(=O)Nc1cccc(S(=O)(=O)N2CCCCC2)c1 | 1.9% | 0.4%[50 µM] | i | 40.6
CCc1nc2ccccc2n1CC(=O)OCC(=O)N(CC(C)C)c1c(N)n(Cc2ccccc2)c(=O)[nH]c1=O | -1.6% | 0.8%[50 µM] | i | 6.9
COc1ccc2sc(-c3ccccc3OC)c(-c3ccc(O)cc3)c2c1 | 0.6% | 0.2% | i | 23.4
O=C(COC(=O)C1COc2ccccc2O1)Nc1cccc(F)c1 (stereo not given) | 1.7% | 0.4%[50 µM] | i | 43.8
CSc1ncccc1C(=O)OCC(=O)NC1CCCC1 | 1.6% | 1.2%[50 µM] | i | 32.5
Cc1noc(C)c1COc1ccccc1C(=O)NCCc1ccc(Cl)cc1 | 0.8% | 0.6%[50 µM] | i | 30.7
O=C(COc1ccccc1)OCC(=O)c1ccc(S(=O)(=O)N2CCCCC2)cc1 | -0.4% | 0.9%[50 µM] | i | 10.8
COc1cccc(CNC(=O)c2ccc(C)c(S(=O)(=O)N3CCCCC3)c2)c1 | 16.4% | 1.1%[50 µM] | i | 32.2
O=C(Nc1cc(Cl)ccc1-n1cncn1)c1cc(F)cc(F)c1 | 1.2% | 0.9%[50 µM] | i | 31.5
COc1ccc(CNC(=O)c2ccc(NS(=O)(=O)c3ccc4[nH]c(=O)[nH]c4c3)cc2)cc1OC | -0.9% | 0.0%[50 µM] | i | 40.9
CCCn1c(SCC(=O)Nc2cc(Cl)ccc2OC)nc(O)cc1=O | 1.9% | -0.7%[50 µM] | i | 24.7
Cc1cc(NC(=O)COC(=O)c2cc([N+](=O)[O-])ccc2N2CCOCC2)ccc1Br | 10.9% | -0.3%[50 µM] | i | 37.0
CN(C(=O)C1CCN(S(=O)(=O)c2ccccc2)CC1)c1c(N)n(Cc2ccccc2)c(=O)[nH]c1=O | -1.1% | -0.2%[50 µM] | i | 8.9
CN(C(=O)COC(=O)c1ccc(Cl)c(S(=O)(=O)N2CCCCC2)c1)C1(C#N)CCCCC1 | 1.2% | 0.5%[50 µM] | i | 8.4
Cc1nn(Cc2ccccc2)c(C)c1CNC(=O)c1ccc(F)c(S(=O)(=O)N2CCOCC2)c1 | -0.9% | 0.3%[50 µM] | i | 28.0
CCCCNc1c(-c2ccc(OC)c(SC3CCCCC3)c2)nc2cnccn12 | -4.8% | 0.8% | i | 52.6
CCN(CC)c1ccc(NC(=O)C2=CC=CN3CCS(=O)(=O)N=C23)cc1 | 1.8% | 0.7%[50 µM] | + | /
COc1ccc(S(=O)(=O)NC2CC(=O)N(c3cccc(F)c3)C2)cc1OC (stereo not given) | 2.9% | 0.7%[50 µM] | i | 37.4
CSc1cccc(NC(=O)COC(=O)c2ccccn2)c1 | 0.4% | 0.8%[50 µM] | i | 24.1
Cc1ccc(-c2nnc(NC(=O)C3=COCCO3)o2)c(C)c1 | 0.6% | 0.3%[50 µM] | i | 56.3
CCOc1ccc(NS(=O)(=O)c2ccc(C(=O)NCC(C)(C)N3CCOCC3)cc2)cc1 | -0.2% | 0.6%[50 µM] | i | 21.7
O=C(c1cc(S(=O)(=O)N2CCN(c3ccccc3)CC2)ccc1Cl)N1CCCC(C(F)(F)F)C1 (stereo not given) | 6.5% | 0.3%[50 µM] | i | 53.9
CCCCN(C(=O)c1[nH]c(C)c(C(C)=O)c1C)c1c(N)n(CCCC)c(=O)[nH]c1=O | -0.7% | 0.6%[50 µM] | i | 32.9

Assay outcomes (PubChem)

A portion of the library (hit frequency here may not be typical).
